Source: PubChem
hIAP inh: human IAP inhibitors, primary screen, biochemical, luminescence, uHTS; Intestinal-type alkaline phosphatase (Homo sapiens), P09923; purified IAP, CDP-Star luminescence, 30 min; inhibition, % at 10 µM; 330,000 tested, 0.12% active;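 active means inhibition reaching a set limit with compound at 10 µM in the primary screen, cut at about 35% in these data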;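 further: plate controls were DMSO wells with enzyme for no effect and no-enzyme buffer wells for full effect; values of inactives mirror those of a sister screen read the other way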
Target sequence (P09923 whole entry, looked up): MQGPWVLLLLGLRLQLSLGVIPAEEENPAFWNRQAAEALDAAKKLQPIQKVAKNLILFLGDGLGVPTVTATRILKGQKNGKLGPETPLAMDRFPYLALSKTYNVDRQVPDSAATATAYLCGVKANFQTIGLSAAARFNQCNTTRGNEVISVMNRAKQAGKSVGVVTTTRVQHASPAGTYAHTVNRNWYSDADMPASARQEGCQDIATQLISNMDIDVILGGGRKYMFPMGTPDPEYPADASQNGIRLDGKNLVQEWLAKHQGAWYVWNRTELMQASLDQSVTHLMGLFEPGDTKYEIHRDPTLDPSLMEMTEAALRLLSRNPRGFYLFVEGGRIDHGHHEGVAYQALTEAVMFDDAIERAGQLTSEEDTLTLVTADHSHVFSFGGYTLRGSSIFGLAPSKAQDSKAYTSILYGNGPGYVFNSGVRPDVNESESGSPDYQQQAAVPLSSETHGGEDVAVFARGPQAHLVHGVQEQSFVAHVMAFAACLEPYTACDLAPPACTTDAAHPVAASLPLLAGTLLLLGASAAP
MPTP inh: mitochondrial permeability transition pore inhibitors, primary screen, biochemical, isolated mouse mitochondria, absorbance; Ca2+ swelling absorbance, 30 min; inhibition, % at 10 µM; 360,000 tested, 1.4% active; AID 602449, 2012;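 active means inhibition of 50% or more, scaled per plate between neutral and stimulator controls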;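 further: 0% = DMSO wells given calcium and 100% = 1 mM EGTA wells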
hIAP act: human IAP activators, primary screen, biochemical, luminescence, uHTS. Intestinal-type alkaline phosphatase (Homo sapiens), P09923. purified human IAP, CDP-Star luminescence, 30 min; hits give high values; 1 = vehicle-only enzyme, 0 = enzyme-free background. activation factor at 10 µM. 330,000 tested, 0.16% active;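 active means activation factor of the enzyme at least 2-fold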; further: the source names both 10 and 20 µM as test concentration; values of inactives mirror those of a sister screen read the other way
mIAP act: activators of mouse IAP, primary screen, biochemical, luminescence, uHTS; activation factor at 10 µM; 330,000 tested, 0.24% active; muIAP, CDP-Star luminescence, 30 min; hits give high values; 1 = vehicle-only enzyme signal, 0 = enzyme-free wells;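 active means activation factor of at least 2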; further: the source names both 10 and 20 µM as test concentration; values of inactives mirror those of a sister screen read the other way
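System: Mouse IAP enzyme | Also added: CDP-Star substrate | Dosing: Compounds dispensed in DMSO | Schedule: 30 min enzyme-substrate-compound incubation at room temperature | Technique: Chemiluminescence readout | Control set: DMSO-only wells and no-enzyme negative control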
APOBEC3G inh: APOBEC3G DNA deaminase inhibitors, primary screen, biochemical, fluorescence, single-stranded DNA substrate, uHTS; DNA dC->dU-editing enzyme APOBEC-3G (Homo sapiens), Q9HC16; recombinant A3G, ssDNA deamination FAM/TAMRA fluorescence; inhibition, % at 20 µM; 330,000 tested, 0.28% active;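 active means inhibition of at least 40% at 20 µM, with no more than 30% in the related APOBEC3A deaminase screen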;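 further: plate controls were DMSO wells with A3G for no effect and wells lacking A3G enzyme for full effect; some compounds called inactive have numbers as strong as hits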
A3A deaminase: APOBEC3A ssDNA deaminase inhibitors, primary screen, selectivity assay for APOBEC3G inhibitor project, biochemical, FAM/TAMRA oligo cleavage fluorescence; DNA dC->dU-editing enzyme APOBEC-3A (Homo sapiens), P31941; inhibition, % at 20 µM; 330,000 tested, 0.41% active; recombinant A3A, FAM/TAMRA ssDNA deamination fluorescence;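 active means at least 40% inhibition at 20 µM here, with at most 30% in a related deaminase screen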;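 further: plate controls were A3A with DMSO for no effect and wells lacking A3A enzyme for full effect; some results filed as inactive read as strong as hits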
Target sequence (P31941 whole entry, looked up): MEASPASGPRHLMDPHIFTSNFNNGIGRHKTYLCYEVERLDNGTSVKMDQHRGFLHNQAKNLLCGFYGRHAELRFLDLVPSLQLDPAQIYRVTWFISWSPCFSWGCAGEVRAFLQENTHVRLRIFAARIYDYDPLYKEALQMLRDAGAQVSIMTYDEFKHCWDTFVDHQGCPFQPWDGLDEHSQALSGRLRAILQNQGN
mIAP block: inhibitors of mouse IAP, primary screen, biochemical, luminescence, uHTS. intestinal alkaline phosphatase [Mus musculus]. 330,000 tested, 0.2% active. AID 2806, 2010. inhibition, % at 10 µM. purified mouse IAP, CDP-Star luminescence, 30 min;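 active means inhibition of at least 40% at 10 µM in the primary screen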;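 further: plate controls were DMSO with enzyme for no effect and no enzyme wells for full effect; values of inactives mirror those of a sister screen read the other way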
beta cell repl: inducers of MIN6 beta-cell proliferation, primary screen, ATP luminescence, uHTS. MIN6 cells proliferation, ATPlite luminescence, 48 h; cells starved in 0.2% serum; 100% = growth in 10% serum. AID 2380, 2010. 330,000 tested, 0.29% active. proliferation, % at 10 µM;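 active means compounds whose signal lies at least 3.5 SD above the mean of all wells on their plate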;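 further: 0% = DMSO-treated cells in low-serum medium and 100% = 10% serum control; some compounds called inactive have numbers as strong as hits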
GRIN3A LBD mod: binders of NR3A ligand-binding domain, primary screen, biophysical, differential scanning fluorimetry, uHTS; NR3A LBD differential scanning fluorimetry, Tm shift; 0% = protein alone, 100% = glycine-bound protein; Tm shift relative to glycine control, % at 25 µM; 340,000 tested, 2.5% active; AID 1259313, 2017;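 active means melting temperature shift of at least 10% of the positive control shift, at one fixed dose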
The depositor's hits bear a star.

Fields: hIAP act	mIAP act	MPTP inh	hIAP inh	A3A deaminase	GRIN3A LBD mod	mIAP block	APOBEC3G inh	beta cell repl
1. CCOC(=O)N1CCN(C(=O)c2ccc(Cl)c(S(=O)(=O)N3CCOCC3)c2)CC1
    1.1	0.97	-0.6	-13	2	2	3	-4	-3
2. COc1ccc(S(=O)(=O)NCc2csc(-c3cccnc3)n2)cc1
    1	0.96	-1.4	-4	1	1	4	0	-1
3. O=C(CSc1nc2ccc(Nc3nc(N4CCOCC4)nc(N4CCOCC4)n3)cc2s1)Nc1ccccc1Cl
    1.2	1	0.9	-18	-6	-9	-4	-9	-5
4. N#CCCn1cc(/C=N/O)c(-c2ccc(F)cc2)n1
    0.89	0.98	-0.5	11	-2	-3	2	-3	-2
5. Cc1cccc2cc3c(N)c(C(=O)N4CCc5ccccc54)sc3nc12
    0.94	0.97	1.7	6	-2	8	3	-5	-5
6. COc1ccccc1CC(=O)N(Cc1ccccc1)c1cccc(C)c1
    0.92	0.99	0.0	8	1	-1	1	-4	-5
7. CCC1(c2ccccc2)NC(=O)N(CC(=O)NC2CCCC2)C1=O (centres undefined)
    1.2	0.95	-0.3	-19	-1	0	4	-5	-2
8. Cc1ccc(N2CCN(C(=S)c3ccc(-c4cccc([N+](=O)[O-])c4)o3)CC2)cc1
    1.3	0.81	5.2	-27	-2	-4	19	4	-3
9. CC(C)N(C(=O)COC(=O)c1cccc(S(=O)(=O)N2CC3(C)CC2CC(C)(C)C3)c1)C(C)C (centres undefined)
    1.1	0.91	0.1	-11	5	1	9	1	-1
10. O=C(Nc1ccccc1NC(=O)c1ccccc1F)c1ccccc1F
    1.1	0.97	-0.8	-10	-4	0	3	-6	-4
11. COc1ccc(NC(=O)COc2ccccc2)cc1NC(=O)c1ccco1
    1.2	0.98	0.6	-21	-6	0	2	-13	2
12. Cc1nn(C)c(C)c1/C=C/C(=O)c1ccccc1
    0.83	0.97	-2.4	17	3	-1	3	-4	0
13. CCOC(=O)C(C)(C)N(Cc1ccc(C)cc1)S(=O)(=O)c1ccc(Cl)c([N+](=O)[O-])c1
    0.95	0.89	0.5	5	0	3	11	-4	-7
14. CCN(CC(=O)Nc1cccc(OC)c1)C(=O)c1ccc(C)s1
    0.93	0.99	1.8	7	4	3	1	-1	-1
15. CN1CCN(c2ccc(NC(=O)COc3ccc(Cl)cc3Cl)cc2)CC1
    0.77	1	-2.6	23	-3	1	-3	-5	-5
16. CCOC(=O)N1CCN(C(=O)c2cccc(N3C(=O)NC4CC3(C)Oc3ccc(Cl)cc34)c2)CC1 (centres undefined)
    1.2	0.98	-0.1	-18	-4	-2	2	-5	1
17. O=C(Nc1ccc(-c2nc3ccccc3c(=O)o2)cc1)c1ccco1
    1.1	0.96	-0.6	-14	2	7	4	0	-2
18. COc1ccc(S(=O)(=O)Cc2ccc(C(=O)N3CCN(c4ccccc4F)CC3)o2)cc1
    0.77	0.98	-0.1	23	8	-1	2	-2	2
19. C/C(=N\O)C(C)(C)Nc1cccc(Br)c1
    1	1.1	1.8	-2	-2	1	-10	-6	0
20. COc1cc(/C=C(/C#N)c2ccc(C)cc2)ccc1Oc1ccc([N+](=O)[O-])cn1
    1.1	0.96	1.4	-8	-3	2	4	3	-2
21. CCN(CC)C(=O)CSc1nnc(CNc2ccc(F)cc2)o1
    1.3	1	0.2	-27	0	0	-4	1	-1
22. Cc1ccc(OC(C)C(=O)N2CC(=O)Nc3ccccc32)cc1 (centres undefined)
    1.2	1	1.1	-15	-5	0	-4	-1	-4
23. O=S1(=O)NC(=NCc2ccco2)c2ccccc21
    0.92	1	-1.6	8	-2	-8	-1	-2	2
24. COc1cnn(-c2ccc([N+](=O)[O-])cc2)c(=O)c1Cl
    0.94	1.1	2.4	6	1	1	-6	3	-4
25. O=C(Cn1nnc2ccccc21)N/N=C/c1ccco1
    0.81	0.94	0.8	18	2	0	6	-2	-1
26. COc1ccc(-c2nsc3c(N4CCN(C(=O)c5ccco5)CC4)ncnc23)cc1
    0.93	0.84	2.4	7	1	1	16	0	-4
27. CN(C)c1ccc(/C=C/c2nc3ccccc3c(=O)[nH]2)cc1
    1	1.2	1.3	-1	-4	-10	-22	-9	-5
28. COc1ccc(-n2nc(C(=O)NCc3cc(OC)ccc3OC)c3c4ccccc4n(C)c3c2=O)cc1
    1.1	0.96	3.0	-7	-1	0	4	-3	2
29. O=C(CN(C(=O)c1csnn1)c1cccc(C(F)(F)F)c1)NCc1ccc(F)cc1
    0.97	1	0.6	3	1	-4	-1	-6	-1
30. COc1ccccc1NC(=O)c1cc[n+](C)cc1
    1.1	0.95	0.6	-5	86*	3	4	10	-2

Rewritten as tab-separated lines: 3 of the compounds above
No.	canonical_smiles	hIAP act	mIAP act	MPTP inh	hIAP inh	A3A deaminase	GRIN3A LBD mod	mIAP block	APOBEC3G inh	beta cell repl
25	O=C(Cn1nnc2ccccc21)N/N=C/c1ccco1	0.81	0.94	0.8	18	2	0	6	-2	-1
20	COc1cc(/C=C(/C#N)c2ccc(C)cc2)ccc1Oc1ccc([N+](=O)[O-])cn1	1.1	0.96	1.4	-8	-3	2	4	3	-2
9	CC(C)N(C(=O)COC(=O)c1cccc(S(=O)(=O)N2CC3(C)CC2CC(C)(C)C3)c1)C(C)C (centres undefined)	1.1	0.91	0.1	-11	5	1	9	1	-1

(list continues)
Fields: hIAP act	mIAP act	MPTP inh	hIAP inh	A3A deaminase	GRIN3A LBD mod	mIAP block	APOBEC3G inh	beta cell repl
31. COc1cc(C2NC(=O)N(C)C3=C2C(=O)CCC3)cc(OC)c1OC (centres undefined)
    0.97	1.1	-0.1	3	1	0	-10	4	0
32. CC(C)(C)c1ccc(Oc2ncccc2NC(=O)c2cccs2)cc1
    0.86	1	5.1	14	-4	-1	0	-16	-1
33. CCc1nn(CCCC(=O)N2CCN(c3ccc(OC)cc3)CC2)c(=O)c2cc3occc3n12
    1.2	1	-0.4	-17	-5	2	-3	-1	1
34. C=CCO/N=C(/CCC)C1=C(N)CC(C)(C)CC1=O
    0.91	0.96	0.0	9	-4	0	4	-5	0
35. CCOc1cc(CN2CCN(S(=O)(=O)Cc3ccccc3)CC2)ccc1OC
    0.88	0.89	-0.3	12	-3	1	11	-10	8
36. O=C(NCC(O)c1ccc([N+](=O)[O-])cc1)Nc1ccccc1 (centres undefined)
    0.98	0.95	-0.6	2	-4	6	4	-6	-3
37. Cc1onc(-c2ccccc2)c1CNC(=O)Nc1ccccc1
    0.98	1.3	4.8	2	-4	2	-32	-6	3
38. Nc1ccc(-c2ncc(-c3ccccc3)o2)cc1
    0.83	0.96	-1.5	17	0	-1	4	-8	-3
39. CSc1ccccc1C(=O)OCC(=O)Nc1cccnc1Cl
    0.94	1	1.7	6	1	2	0	-2	0
40. CCCNC(=O)CC(NS(=O)(=O)c1ccc(OC)cc1)c1ccco1 (centres undefined)
    0.9	0.86	2.5	10	3	0	14	0	1
41. COC(=O)[C@]1(Cc2ccccc2)N[C@H](CN(C)S(=O)(=O)c2ccc(OC(F)(F)F)cc2)[C@@H]2C(=O)N(Cc3ccccc3)C(=O)[C@@H]21
    1	0.89	1.1	-1	1	18*	12	-1	-4
42. N#C/C(=C/c1ccc(F)cc1)c1nnc(NC(=O)c2ccccc2)s1
    0.93	1.2	7.2	7	7	0	-18	3	-3
43. O=C(/C=C/c1ccccc1Cl)N(Cc1cccs1)C1CCS(=O)(=O)C1 (centres undefined)
    1.2	1	0.6	-18	1	-2	0	-4	-2
44. Cc1ccc(-c2c(C(=O)N/N=C/c3cccc(Cl)c3)nnn2-c2nonc2N)cc1
    1.2	0.91	-1.5	-17	0	15*	9	-1	-5
45. Cc1cccnc1NC(=O)CNC(=O)COc1ccccc1
    1.1	0.91	-1.8	-8	-1	-1	9	-6	3
46. CC1Oc2ccccc2N(CC(=O)NCCN2CCOCC2)C1=O (centres undefined)
    1	1	-0.2	0	-3	-2	-4	-7	3
47. CC(C)(O)CC[C@@H](O)[C@](C)(O)C1CC[C@@]2(O)C3=CC(=O)[C@]4(O)C[C@@H](O)[C@@H](O)C[C@]4(C)C3CC[C@]12C (some centres undefined)
    1.1	1	-0.4	-12	1	-1	-1	6	2

Record cards, from the list above.
COC(=O)[C@]1(Cc2ccccc2)N[C@H](CN(C)S(=O)(=O)c2ccc(OC(F)(F)F)cc2)[C@@H]2C(=O)N(Cc3ccccc3)C(=O)[C@@H]21 in the list: hIAP act = 1; mIAP act = 0.89; MPTP inh = 1.1; hIAP inh = -1; A3A deaminase = 1; GRIN3A LBD mod = 18*; mIAP block = 12; APOBEC3G inh = -1; beta cell repl = -4
CC(C)(O)CC[C@@H](O)[C@](C)(O)C1CC[C@@]2(O)C3=CC(=O)[C@]4(O)C[C@@H](O)[C@@H](O)C[C@]4(C)C3CC[C@]12C (some centres undefined) in the list: hIAP act = 1.1; mIAP act = 1; MPTP inh = -0.4; hIAP inh = -12; A3A deaminase = 1; GRIN3A LBD mod = -1; mIAP block = -1; APOBEC3G inh = 6; beta cell repl = 2
CC(C)(C)c1ccc(Oc2ncccc2NC(=O)c2cccs2)cc1 in the list: hIAP act = 0.86; mIAP act = 1; MPTP inh = 5.1; hIAP inh = 14; A3A deaminase = -4; GRIN3A LBD mod = -1; mIAP block = 0; APOBEC3G inh = -16; beta cell repl = -1
